Source: PubChem BioAssay (National Center for Advancing Translational Sciences (NCATS))
AMA1-RON2 inh: AMA1-RON2 (P. falciparum) interaction inhibition | AID 720542 | AlphaScreen AMA1-biotinylated RON2 peptide binding | 360,000 tested, 0.2% active | Potency, µM (titrated, usually from 58.2 µM), for inactives: top-dose activity change, negative = inhibition, usual class: inhibitors;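 further: potency means the concentration at half of the fitted maximal effect; 0% = vehicle wells and -100% = peptide control; nearly all actives have a fitted effect of over 45% in size; some results filed as inactive show a strong effect at the top dose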
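AMA1 (3D7) with his tag at 25 nM final met compounds first, then biotinylated RON2 peptide at 25 nM; detection used donor plus acceptor beads, 10 µg/mL apiece, read by AlphaScreen after 30 min at room temperature.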
CHX counter: affects cycloheximide protein synthesis inhibition readout, counter-screen | cell reporter, cycloheximide protein synthesis inhibition counterscreen | max response, % | 300,000 tested, 12% active | AID 2314; in the data active means max response mostly above about 13%, no sharp cut-off; inactive means mostly below about 14%; further: read at 38.3 µM for the half of the compounds with a filed dose; 0% is about no effect
LmPK inh: inhibitors of Leishmania mexicana pyruvate kinase; Q27686; purified LmPK, Kinase-Glo ATP luminescence, 1 h; Potency, µM (series often up to 57.5 µM), without a hit: at the top dose activity change, negative = inhibition, hits mostly inhibitors; 290,000 tested, 0.37% active; AID 1721; further: potency means the concentration at half of the fitted maximal effect; on the % scale 0 is the no-effect control and ±100 the full control effect
Target sequence (Q27686 whole entry, looked up): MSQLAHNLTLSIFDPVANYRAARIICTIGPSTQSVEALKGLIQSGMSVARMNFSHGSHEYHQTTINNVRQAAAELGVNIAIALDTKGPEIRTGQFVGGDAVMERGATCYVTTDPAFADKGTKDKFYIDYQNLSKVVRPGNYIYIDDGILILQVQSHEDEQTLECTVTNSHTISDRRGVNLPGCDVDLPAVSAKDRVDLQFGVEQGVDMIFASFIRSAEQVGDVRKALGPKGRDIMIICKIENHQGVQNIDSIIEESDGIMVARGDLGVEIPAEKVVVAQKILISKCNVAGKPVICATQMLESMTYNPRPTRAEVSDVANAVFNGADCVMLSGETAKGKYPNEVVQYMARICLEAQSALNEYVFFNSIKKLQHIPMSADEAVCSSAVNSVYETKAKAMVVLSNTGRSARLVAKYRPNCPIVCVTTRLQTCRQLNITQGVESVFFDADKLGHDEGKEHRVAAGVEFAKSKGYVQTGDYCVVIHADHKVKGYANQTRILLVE
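Pyruvate kinase activity monitored as ATP production (luciferase luminescence). Conditions: 0.1 nM enzyme, 0.5 mM PEP, 0.1 mM ADP, 1 h, RT; normalized against uninhibited and no-enzyme wells.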
Pf growth 96h: inhibits malaria parasite growth, 96 h; 320,000 tested, 6.9% active; Potency, µM (doses to about 28.7 µM), inactives show top-dose activity change, negative = inhibition, most hits filed as inhibitors; P. falciparum luciferase reporter growth, 96 h; AID 504834; further: potency means the concentration at half of the fitted maximal effect; on the % scale 0 is the no-effect control and ±100 the full control effect
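Cell-based qHTS: luciferase-tagged P. falciparum in erythrocytes (2% hematocrit, 0.05% parasitemia final) incubated with compounds for 96 hours, 37 C, 5% CO2; luciferase detection reagent then added and luminescence measured.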
Shiga toxin inh: inhibitors of Shiga toxin in Vero cells; Vero cells, Shiga toxin protein synthesis inhibition reporter; inhibition, % at 38.7 µM; 290,000 tested, 9.2% active; AID 2315; in the data active means inhibition mostly above about 28%, no sharp cut-off; inactive means mostly below about 43%; further: 0% is about no effect
Pf growth 48h: inhibits P. falciparum growth in the first generation, 48 h. P. falciparum luciferase growth in erythrocytes, 48 h. Potency, µM (doses to about 28.7 µM), for the others: at the highest dose activity change, negative = inhibition, hits mostly inhibitors. 310,000 tested, 5.9% active; further: potency means the concentration at half of the fitted maximal effect; on the % scale 0 is the no-effect control and ±100 the full control effect
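In quantitative HTS format, infected erythrocytes bearing luciferase-reporter parasites were treated for a single generation at 37 C. Luminescence after adding detection reagent served as the growth measure.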
TbPYK inhibitor: inhibitors of Trypanosoma brucei pyruvate kinase. Q57TT1. AID 624173. 410,000 tested, 0.12% active. Potency, µM (titrated, usually from 76.8 µM), for the others: at the highest dose activity, negative = inhibition, usual class: inhibitors. TbPYK enzyme, Kinase-Glo Plus ATP luminescence, 45 min; further: potency means the concentration at half of the fitted maximal effect; on the % scale 0 is the no-effect control and ±100 the full control effect; nearly all actives have a fitted effect of over 50% in size
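In this concentration-response screen, enzyme-free wells defined baseline while DMSO plates tracked drift. Each reaction combined TbPYK, substrate, compound and 130 uM ADP for 45 min at room temperature. Kinase-Glo Plus luminescence gave the signal.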
Starred values were filed as active, the others as inactive; ? = inconclusive; nt = no result given; & = joins results of further samples; [ ] = remark or other dose. Unless noted, the call rests on the fitted dose curve; in most records, active means well fitted curve in the direction sought with a large enough effect; inconclusive means small, poorly fitted or top-dose-only effect, or another doubt; inactive means no such curve, though single readings can be large; an effect the other way counts as inactive or inconclusive.

SMILES | AMA1-RON2 inh | CHX counter | LmPK inh | Pf growth 96h | Shiga toxin inh | Pf growth 48h | TbPYK inhibitor
CC(=O)N(C)c1ccc(NS(=O)(=O)Cc2ccccc2)cc1 | 6% | 27* | -2% | ? | 63* | 56%[activator] | -1%
CN(C(=O)Nc1cnccc1C(F)(F)F)C1CCCCC1 | -21% | -1 | -2% | 10% | -15 | 15% | 1%
O=C(Nc1ccon1)c1cc2ccccc2oc1=O | -5% | 12 | -18% | nt | 78 | -8% | -2%
CCCc1cc(=O)oc2cc(C)cc(OC(C)C(=O)NCc3ccccn3)c12 (centres undefined) | 14% | -3 | 1% | 2.3µM* | -4 | 2.6µM* | 0%
CCc1nnc(NC(=O)CSc2nnc(Cc3cccn3C)n2C)s1 | 31%[activator] | 2 | 13% | ? | 20 | nt | 1%
O=C1N=NC2=C1c1c3ccccc3c(O)n1CC2 | 5% | -3 | -7% | 6% | -6 | 0% | 0%
Cc1nc(-c2ccccc2O)n(-c2ccccc2)n1 | -3% | 7 | 3% | 7% | -11 | nt | -6%
OCCCNc1c2ccccc2nc2ccccc12 | 0% | -6 | -1% | 28% | -5 | 5.2µM* | -4%
Cc1ccnc(NC(=O)c2ccc(Cl)c(NC(=O)c3ccccc3C)c2)c1 | -1% | 16* | 2% | ? | 22 | 50%[activator] | 2%
CCOC(=O)c1cnc2ccc(OCC)cc2c1NCCN1CCOCC1 | -3% | -1 | 3% | ? | -4 | ? | 5%
CCCCNC(=O)COC(=O)c1ccc(NC(C)=O)cc1 | -6% | 1 | 1% | 9% | -5 | 15% | 4%
CN1/C(=C\C(=O)CN2C(=O)NC3(CCCCCC3)C2=O)C(C)(C)c2ccccc21 | -17% | -4 | 7% | ? | -11 | nt | 4%
COc1ccc(N2CC(C(=O)N/N=C/c3ccccc3)CC2=O)cc1 (centres undefined) | 48%[activator] | -2 | 1% | -20% | 2 | 6% | -3%
CC(C)Oc1ccc(C(=O)Nc2ccc3c(c2)n(C)c(=O)n3C)cc1 | 2% | 23 | 0% | 58%[activator] | 47 | 212%[activator] | 6%
CS(=O)(=O)C1=NSC2=NC(=O)/C(=C\c3ccc(OC(=O)c4ccco4)cc3)C(=N)N21 | nt | 2 | -3% | 29% | -3 | -4% | nt
COc1ccc(CC(=O)OCC(=O)NCc2ccccc2Cl)cc1OC | -8% | 8 | -3% | 6% | -11 | 5% | -8%
COC(=O)COc1ccc2occ(C(C)=O)c2c1 | 5% | 6 | -3% | nt | -9 | 13% | ?
COc1cc2c(=O)n(Cc3ccco3)c(=O)n(CC(=O)c3cccc(Br)c3)c2cc1OC | 2% | 13 | 1% | 9% | -7 | ? | -6%
CCN(CC)S(=O)(=O)c1ccc2c(c1)nc(SCc1nc3ccsc3c(=O)[nH]1)n2CC | 1% | -3 | -9% | -17% | 8 | ? | -13%
O=S1(=O)CC(O)C(N2CCC(c3ccccc3)CC2)C1 (centres undefined) | 2% | -2 | 0% | 15% | -2 | 29% | 1%
O=C(COC(=O)c1ccc(S(=O)(=O)NCc2ccco2)cc1)Nc1ccccc1OC(F)F | -2% | 67* | -2% | 12% | 74* | 18% | -4%
CCOc1ccccc1N/C=C(\C#N)c1nc2ccccc2n1C | 7% | 2 | 2% | nt | -4 | 38%[activator] | 4%
CNCCC(Oc1ccccc1OC)c1ccccc1 (centres undefined) | 15% | nt | nt | -11% | nt | -17% | 8%&-2%
Cn1c(SCC(=O)c2ccccc2)ncc(C(=O)Nc2ccc(F)cc2)c1=O | 2% | nt | nt | 98%[activator] | nt | 26% | -3%
O=C(COc1nc2ccccc2nc1N1CCOCC1)NCC(F)(F)F | 5%[11.6 µM] | -3 | 1% | 19% | 13 | -2% | -3%

2 neighbouring records from above:
SMILES | AMA1-RON2 inh | CHX counter | LmPK inh | Pf growth 96h | Shiga toxin inh | Pf growth 48h | TbPYK inhibitor
Cn1c(SCC(=O)c2ccccc2)ncc(C(=O)Nc2ccc(F)cc2)c1=O | 2% | nt | nt | 98%[activator] | nt | 26% | -3%
O=C(COc1nc2ccccc2nc1N1CCOCC1)NCC(F)(F)F | 5%[11.6 µM] | -3 | 1% | 19% | 13 | -2% | -3%

The results go on.
SMILES | AMA1-RON2 inh | CHX counter | LmPK inh | Pf growth 96h | Shiga toxin inh | Pf growth 48h | TbPYK inhibitor
CC(C)C(C)(C#N)NC(=O)CSc1nncn1-c1ccccc1 (centres undefined) | -18% | -1 | 1% | 8% | -15 | 10% | -10%
Cc1oc(-c2ccccc2F)nc1CN1CCC(C(=O)NCc2cccs2)CC1 | 0% | 6 | 3% | ? | 0 | -20% | 0%
O=C(COc1ccc(S(=O)(=O)NCc2ccccc2)cc1Cl)NCc1ccncc1 | -15% | -2 | -2% | -8% | -18 | -8% | -11%
Cc1cccc(NC(=O)c2sc3nc(N4CCOCC4)c4c(c3c2N)CCCC4)c1 | 11% | 14* | -15% | ? | 31 | 25% | ?
CCOc1ccc2c(c1)nc(SCC(=O)c1cccs1)n2C | 38%[activator] | 50* | -4% | ? | 81* | 23% | -19%
C=CCn1c(=O)c2ccccc2n2c(SCc3nnc(-c4ccccc4Br)o3)nnc12 | 7% | 1 | 3% | ? | -6 | ? | -3%
O=C(NC(=S)Nc1ccc(S(=O)(=O)Nc2nccs2)cc1)c1ccccc1 | -3% | 6 | 4% | 13µM* | -3 | -17% | -5%
C/C(=N\Nc1cc(N2CCCCC2)nc(C)n1)c1ccc(Br)cc1 | -4% | -1 | -4% | -4% | -12 | 3.7µM* | -2%
CCOCCCNC(=O)c1cn(CC)c2ccc(S(=O)(=O)N3CCOCC3)cc2c1=O | -2% | 8 | 1% | 10µM* | -16 | -10% | -8%&-8%
CCc1cccc2c(-c3csc(=NC)n3C)c[nH]c12 | -13% | 9 | 3% | ? | 1 | ? | -9%
O=C1CC(C(=O)Nc2ncccn2)C(c2ccccc2)O1 (centres undefined) | -2% | -2 | 3% | nt | -2 | ? | 5%
CCOC(=O)Cc1csc(NC(=O)COc2ccccc2OC)n1 | -5% | -2 | 7% | 111%[activator] | 20 | 8% | 3%
O=C(NCCN1CCOCC1)C1CCC(CNS(=O)(=O)c2ccc(Cl)cc2)CC1 (centres undefined) | 4% | -4 | -6% | nt | -10 | 0% | 5%
C=CCNC(=S)Nc1sc2c(c1C(=O)OCC)CC(C(C)C)OC2 (centres undefined) | 50%[activator] | -4 | 4% | ? | 53 | 3% | 2%
COC(=O)CCC(=O)OC1(C)C(=O)C=C2C=C(C3CC3)N(C3CC3)C=C2C1=O (centres undefined) | 3% | -2 | -9%[11.5 µM] | ? | -3 | 41%[activator] | -3%
CSc1nsc(/C=C/Nc2ccc(Cl)cc2)c1C#N | -1% | -5 | -3% | 1.2µM* | -20 | 1.2µM* | -3%
Cc1cc(=O)oc2cc(NC(=S)NNC(=O)c3c(Cl)cnn3C)ccc12 | 28% | 23 | -11% | ? | 48* | 120%[activator] | -9%
c1ccc(CNc2nc(-c3ccccc3)nc3ccccc23)cc1 | 5% | -5 | 0% | -91% | nt | ? | -7%
COCC(=O)Nc1cc(C)cn(Cc2c(F)cccc2Cl)c1=O | 0% | 4 | 8% | ? | nt | -2% | -23%
CN(CC(=O)Nc1ccccc1Cl)C(=O)CCc1nc2ccccc2c(=O)[nH]1 | -13% | nt | nt | ? | nt | ? | 5%
CN(C)/C=C(\C#N)C(=O)c1cccc(Oc2ccc(Br)cc2)c1 | -8% | 1 | 4% | ? | 18 | 12% | -6%
COc1ccc([N+](=O)[O-])cc1NC(=O)C1C2C=CC(C2)C1C(=O)O (centres undefined) | -3% | 3 | 2% | -12% | 6 | 6% | 1%
COc1ccc(CN2CCN(C(=O)COc3cccc(C)c3)CC2)c(OC)c1 | -21% | -4 | 0% | ? | -2 | ? | -15%
O=C1c2ccccc2C(=O)N1CCOc1ccc(F)cc1 | 74%[activator] | 35* | -1% | ? | 91* | 22% | 5%
O=C(c1ccccc1)C(CN1CCCC1)c1ccccc1 (centres undefined) | 6% | -5 | 2% | 12µM* | -21 | ? | -15%

Next part (2 carried over from the part before).
SMILES | AMA1-RON2 inh | CHX counter | LmPK inh | Pf growth 96h | Shiga toxin inh | Pf growth 48h | TbPYK inhibitor
O=C1c2ccccc2C(=O)N1CCOc1ccc(F)cc1 | 74%[activator] | 35* | -1% | ? | 91* | 22% | 5%
O=C(c1ccccc1)C(CN1CCCC1)c1ccccc1 (centres undefined) | 6% | -5 | 2% | 12µM* | -21 | ? | -15%
Cc1ccc(-c2noc(C3CCCN(S(=O)(=O)c4ccc5ccccc5c4)C3)n2)o1 (centres undefined) | -6% | 2 | -1% | ? | -8 | nt | 5%
O=c1[nH]c(=O)n(Cc2ccco2)c2c1C(C(F)(F)F)(C(F)(F)F)N=C(c1ccco1)N2 | -7% | 23 | 2% | 38%[activator] | 59* | ? | 12%
COc1ccc2cc(C(=O)C3CCCN(Cc4cnc(C)s4)C3)ccc2c1 (centres undefined) | ? | 5 | -5% | ? | -5 | ? | 6%
CCN(CC)c1cc(C)c2cc(NC(=O)c3cccs3)ccc2n1 | -8% | 23* | 6% | ? | 40 | ? | 1%
Cc1nc(-c2noc(-c3ccc(Cl)cc3)n2)c(C(F)(F)F)o1 | -4% | 7 | -7% | 91%[activator] | 22 | 58%[activator] | -3%
CCOCc1c(C(=O)NCc2ccccc2CN2CCCC2)oc2ccccc12 | -1% | nt | nt | ? | nt | ? | -10%
Cc1ccc(SCC(=O)NC(=O)NC2CCCC2)c(C)c1 | 1% | nt | nt | 40%[activator] | nt | 11% | -10%
O=S(=O)(Nc1cccnc1Cl)c1ccc(-c2ccccc2)cc1 | -24% | -2 | 2% | 15% | -9 | 20% | 0%
CCOc1ccc(CCNS(=O)(=O)c2cnc[nH]2)cc1OCC | -3% | -4 | -15% | ? | -11 | -24% | 0%
Cn1cc(/C=C2\SC(=S)N(N3CCOCC3)C2=O)c2ccccc21 | -2% | -1 | -2% | 45%[activator] | -16 | -10% | 10%
Cc1c(CC(=O)NCC(=O)NCC(=O)O)c(=O)oc2c(C)c3oc4c(c3cc12)CCCC4 | 1% | -5 | 4% | -5% | 27 | -14% | 1%
CCOC(=O)c1c(NC(=O)CSc2nnc(-c3cccnc3)o2)sc(C)c1C | 6% | -2 | 1% | 4% | 2 | 35%[activator] | -7%
COc1ccc(-c2cc(=O)oc3c(C)c(OC(C)C(=O)NCc4ccccn4)ccc23)cc1 (centres undefined) | 11% | -1 | -7% | ? | -2 | ? | -1%
CN(C)S(=O)(=O)c1cccc(C(=O)NCCc2ccccc2)c1 | 3% | 48* | -3% | -25% | 72* | 260%[activator] | 2%
CN(Cc1ccccc1)C(=O)C(=O)c1cn(CC(=O)N2CCCC2)c2ccccc12 | -2% | -3 | -3% | ? | 5 | -2% | 3%
O=C(NC(=S)Nc1ccc(F)c([N+](=O)[O-])c1)c1ccccc1F | 36%[activator] | 23* | 8% | 18% | 37* | -2% | 0%
Cc1cc(-c2c(C)[nH]n(-c3ccc(Cl)cc3)c2=O)n[nH]1 | -45% | 27* | -5% | ? | 30 | ? | -5%
